High-throughput results as filed in PubChem.
Tau FP inhib – qHTS for Inhibitors of Tau Fibril Formation, Fluorescence Polarization; K18 P301L tau heparin fibrillization, Alexa594 FP, 6 h; hit rate 0.39% among 280,000; Potency, µM (highest dose often 57.7 µM), for inactives: top-dose activity, negative = inhibition, hits mostly inhibitors; Microtubule-associated protein tau (Homo sapiens), P10636; AID 1468, 2008; further: on the % scale 0 is the no-effect control and ±100 the full control effect; nearly all actives have a fitted effect of over 55% in size
Target sequence (P10636 561-689 P618L limits assumed): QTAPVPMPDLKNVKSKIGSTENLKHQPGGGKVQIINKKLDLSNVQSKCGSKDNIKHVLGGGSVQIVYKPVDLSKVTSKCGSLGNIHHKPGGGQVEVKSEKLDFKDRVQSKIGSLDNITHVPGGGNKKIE
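Steps: dispense K18 P301L tau (15 uM plus 0.24 uM Alexa 594 tracer, final) in pH 7 sodium acetate; add compound; add heparin (20 uM final); incubate 6 hr, 37 C; add ThT (30 uM final); after 1 hr ambient, read FP.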
aGlu spleen mod – qHTS Assay for Inhibitors and Activators of Human alpha-Glucosidase From Spleen Homogenate. Lysosomal alpha-glucosidase (Homo sapiens), P10253. human spleen homogenate, 4-MU-alpha-glucoside fluorescence. Potency, µM (titrated, usually from 79.9 µM), for inactives: at the top dose activity change, negative = inhibition, actives largely listed as inhibitors. hit rate 0.006% among 240,000;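 further: 0% = enzyme with vehicle and -100% = no enzyme basal signal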
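AC50 values come from Hill-equation fits of concentration-response data, normalized to no-enzyme and full-activity controls. Enzyme source: 1 ug human spleen homogenate; 1 mM fluorogenic 4-MU glucoside, pH 5.0 citrate buffer, 37 C, 40 min.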
GAA inhib – qHTS Assay for Inhibitors of Human alpha-Glucosidase as a Potential Chaperone Treatment of Pompe Disease | Lysosomal alpha-glucosidase (Homo sapiens), P10253 | purified human GAA, 4-MU-alpha-glucoside fluorescence | Potency, µM (highest dose often 76.9 µM), without a hit: at the highest dose activity change, negative = inhibition, hits mostly inhibitors | hit rate 0.005% among 200,000;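 further: plate controls were uninhibited enzyme wells for no effect and no-enzyme background for full effect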
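Compounds are titrated up to 77 uM against 4 nM human enzyme. Substrate 4-methylumbelliferyl-alpha-D-pyranoside (400 uM) reacts 20 min at room temperature in pH 5.0 buffer; liberated 4-methylumbelliferone is read at 440 nm.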
GLA spleen mod – qHTS Assay for Inhibitors and Activators of Human alpha-Galactosidase From Spleen Homogenate; Potency, µM (series often up to 80 µM), without a hit: top-dose activity change, negative = inhibition, actives largely listed as inhibitors; hit rate 0.008% among 240,000; human spleen homogenate, 4MU-alpha-Gal fluorescence, 40 min;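 further: 0% = enzyme with vehicle and -100% = no enzyme basal signal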
Target sequence (P06280 32-429 limits assumed): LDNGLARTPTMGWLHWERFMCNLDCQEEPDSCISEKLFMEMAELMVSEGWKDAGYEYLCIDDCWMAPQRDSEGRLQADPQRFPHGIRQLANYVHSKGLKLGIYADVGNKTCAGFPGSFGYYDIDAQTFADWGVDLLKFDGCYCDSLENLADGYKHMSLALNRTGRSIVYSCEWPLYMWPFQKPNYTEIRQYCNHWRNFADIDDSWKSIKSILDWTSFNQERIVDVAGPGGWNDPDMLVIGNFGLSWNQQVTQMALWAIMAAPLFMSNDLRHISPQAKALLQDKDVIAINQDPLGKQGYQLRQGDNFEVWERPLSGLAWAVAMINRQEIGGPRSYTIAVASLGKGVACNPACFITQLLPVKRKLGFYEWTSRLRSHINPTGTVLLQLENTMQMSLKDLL
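Human spleen homogenate (1 ug) was the enzyme source, with 4-methylumbelliferyl-alpha-D-galactopyranoside (1 mM final) in pH 5.0 citrate buffer with 0.01% Tween-20. Compounds were titrated; after 40 min at 37C, NaOH/glycine stop, 4-MU fluorescence read; AC50 from Hill fits.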
GAA glycogen – qHTS Assay for Inhibitors and Activators of Human alpha-Glucosidase Cleavage of Glycogen; recombinant GAA, glycogen substrate, Amplex Red glucose oxidase fluorescence; Potency, µM (doses to about 76.4 µM), inactives show at the highest dose activity change, negative = inhibition, usual class: inhibitors; hit rate 0.38% among 300,000; AID 2100, 2009;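 further: 0% = full enzyme reaction and -100% = no-enzyme basal signal; the screen sought inhibitors and activators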
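qHTS, 1536-well; enzyme 4 nM final; cpd up to 77 uM; substrate bovine liver glycogen 30 ug; 50 mM citrate/phosphate pH 5.0, 0.01% Tween-20; 37 C, 40 min; Amplex Red detection 45 min RT; Hill fit → AC50.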
Tau fluor cs – Counterscreen qHTS for Inhibitors of Tau Fibril Formation, Fluorescence Polarization; Potency, µM (highest dose often 57.7 µM), for inactives: at the top dose activity change, negative = decrease; tau K18 P301L Alexa594 fluorescence, heparin fibrillization; hit rate 0.93% among 280,000; further: on the % scale 0 is the no-effect control and ±100 the full control effect; nearly all actives have a fitted effect of over 55% in size
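Human tau K18 P301L (15 uM unlabeled, 0.24 uM Alexa 594-labeled) in 100 mM sodium acetate pH 7 with 20 uM heparin, 6 hr at 37 C. ThT 30 uM added, 1 hr ambient; Alexa 594 FP and total fluorescence read at 555/632 nm.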
Tau ThT inhib – qHTS for Inhibitors of Tau Fibril Formation, Thioflavin T Binding | AID 1460, 2008 | hit rate 2.1% among 270,000 | Potency, µM (series often up to 57.4 µM), without a hit: at the top dose activity, negative = inhibition, hits mostly inhibitors | recombinant tau K18 P301L (four-repeat tau fragment), heparin-induced fibrillization, ThT fluorescence | Microtubule-associated protein tau (Homo sapiens), P10636; further: on the % scale 0 is the no-effect control and ±100 the full control effect; nearly all actives have a fitted effect of over 55% in size
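Aggregation was driven by heparin (20 uM final) acting on recombinant tau […] bearing P301L in 100 mM sodium acetate pH 7; fibrils were detected with Thioflavin T.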
HTT ATP protect – qHTS Multiplex Assay to Identify Dual Action Probes in a Cell Model of Huntington: Cytoprotection (ATP). PC12 HTT-Q103 induced, cytoprotection, ATP luminescence, 40 h. Potency, µM (doses to about 56.4 µM), without a hit: cytoprotection (ATP increase), hits mostly activators. hit rate 0.14% among 230,000. AID 1471, 2008;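 further: % of control where 0% means no effect; nearly all actives have a fitted effect of over 45% in size; toxic huntingtin expression switched on by the ecdysone agonist tebufenozide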
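ATP quantification (ATPlite) reports survival of PC12 cells in which tebufenozide, 100 nM final, switches on Htt exon 1 with 103 glutamines linked to GFP; compounds are titrated.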
* marks the source's active call; other numbers are inactive results; ? = inconclusive; · = not tested or not shown; & = joins results of further samples; [ ] = another dose, or the depositor's remark. The call rests on the fitted dose curve; in most records, active means well fitted curve in the direction sought with a large enough effect; inconclusive means small, poorly fitted or top-dose-only effect, or another doubt; inactive means no such curve, though single readings can be large; an effect the other way counts as inactive or inconclusive. Potency means the concentration at half of the fitted maximal effect.

| canonical_smiles | Tau FP inhib | aGlu spleen mod | GAA inhib | GLA spleen mod | GAA glycogen | Tau fluor cs | Tau ThT inhib | HTT ATP protect |
| --- | --- | --- | --- | --- | --- | --- | --- | --- |
| COc1ccc(OC)c(S(=O)(=O)N(C)CC(=O)N2CCN(c3ccccc3)CC2)c1 | 6% | -11% | ? | -9% | -7% | -7% | -11% | -28% |
| CCC(C)Nc1nc(-c2ccc3c(c2)NC(=O)CO3)cs1 (stereo unspecified) | -4% | -9% | 0% | -6% | -15% | ? | ? | 0% |
| CCN1CCN(CC(=O)Nc2ccccc2)C(=O)C1=O | -1% | 2% | -11% | -10% | -20% | 0% | 0% | -1% |
| Fc1cccc(F)c1-n1c(CN2CCCC2)csc1=S | 7% | · | -1% | 1% | -1% | -1% | -3% | -25% |
| CCC(C)NC(=O)Cn1c(=O)n(-c2cc(OC)cc(OC)c2)c(=O)c2ccccc21 (stereo unspecified) | -4% | · | · | · | -3%[76.3 µM] | -13% | -6% | · |
| c1ccc2[nH]c(N3CCOCC3)nc2c1 | -4% | -10% | -10% | -14% | 6% | -9% | -5% | -6% |
| COc1cccc(CNc2ccc3c(c2)CCC3)c1 | 6% | 5% | ? | 10% | -9% | -13% | ? | -16% |
| CCCCN(CC)C(=O)Cc1cn(C)c2ccccc12 | 4% | 1% | 4% | 1% | 17% | -10% | -9% | 2%[10 µM] |
| CCOC(=O)C1CCN(c2c(NCc3ccc(C(=O)N(C)Cc4ccccc4)cc3)c(=O)c2=O)CC1 | 4% | -5% | ? | -11% | -10% | -10% | -4% | -30% |
| CC(=O)OC1COC(n2ccc3ccccc32)C(OC(C)=O)C1OC(C)=O (stereo unspecified) | 1% | 1% | -5% | 6% | 2% | -3% | -2% | 5%[10 µM] |
| CCCn1c(-c2ccc(F)cc2)cnc1SCC(=O)O | -1% | -12% | 0% | ? | 0% | 1% | -4% | 6%[10 µM] |
| Cc1nc(N2CCC(C)CC2)c(C#N)c(C)c1[N+](=O)[O-] | -6% | -10% | 8% | -3% | -2% | -9% | -8% | 6%[10 µM] |
| CCOC(=O)C1CCCN(c2cc(NCCCO)c([N+](=O)[O-])c3nonc23)C1 (stereo unspecified) | 3% | 0% | -3% | 0% | 5% | 13% | -7% | 0%[10 µM] |
| Oc1cc2c(cc1O)[C@@H](c1ccccc1)CNCC2 | 4% | 4% | 3%[15.4 µM] | 4% | 1.8µM* | -5% | 2% | · |
| c1ccc(-c2ccnc3nc(-n4cccc4)nn23)cc1 | -3% | 2% | -9% | 6% | 6% | -7% | -6% | -12% |
| CC(C)C[C@H](NC(=O)[C@H](CCC(N)=O)NC(=O)[C@H](CCCCN)NC(=O)[C@H](CCC(N)=O)NC(=O)[C@@H](N)CCC(=O)O)C(=O)N[C@@H](CCC(N)=O)C(=O)O | -3% | 0% | · | -5% | · | -9% | -8% | -27% |
| Cc1n[nH]c(=O)nc1NCc1ccccc1 | -1% | -4% | -1% | 2% | 6% | 1% | 2% | -2% |
| O=c1[nH]n2c(=O)c3c([nH]c2c1N=Nc1ccccc1)CCC3 | -1% | -8% | -10% | -6% | 10% | -17% | 3.2µM* | · |
| CCC(Cn1nnc2ccccc2c1=O)NC(=O)Nc1cc(Cl)ccc1OC (stereo unspecified) | -13% | · | · | · | 8%[76.3 µM] | -28% | -10% | · |
| CS(=O)(=O)N(CC(N)=O)c1ccc(F)c(Cl)c1 | -2% | -6% | -2% | -5% | 6% | -9% | -9% | 6%[10 µM] |
| O=C(Nc1ccccc1N1CCOCC1)c1cccc(F)c1 | -6% | 4% | 12% | -2% | -3% | -10% | -8% | 1% |
| COc1ccc(NCc2nnc(SCC(=O)N3CCCc4ccccc43)n2C)cc1 | 0% | 0% | -6% | 2% | -18% | -5% | -2% | -30% |
| CC(C)CC(NS(=O)(=O)c1ccccc1)C(=O)O (stereo unspecified) | 4% | -1% | -11% | -5% | 7% | -3% | -8% | 8% |
| CCOC(=O)C1=C(C)OC(N)=C(C#N)C1c1cc(F)ccc1F (stereo unspecified) | -12% | -8% | -5% | -1% | 6% | -25% | ? | ? |
| CCOC(=O)N1C2=NC(C(=O)OC)=C(C(=O)OC)[C@@H]3N(C)c4ccccc4[C@]23C[C@H]1C(=O)OC | 5%[11.6 µM] | 2%[17.4 µM] | · | -2%[17.5 µM] | 6% | 5%[11.6 µM] | 14%[11.5 µM] | 22%&-2%[10 µM] |
| Cc1nnc2n1N=C(c1ccc3c(c1)NC(=O)CO3)CS2 | -5% | -6% | · | -4% | 6% | -3% | -9% | 2%[10 µM] |
| CCCOCc1ccc(O)c2ncccc12 | -13% | 3% | · | 3% | 0% | 1% | 3% | -57%[inhibitor][10 µM] |
| CN1CCN(NC(=O)c2cccs2)CC1 | 4% | 4% | 3% | 4% | 6% | 6% | 4% | -13% |
| Fc1ccccc1/C=N/Nc1nn[nH]n1 | -6% | 3% | ? | -1% | ? | -7% | -1% | 8% |
| CCOc1ccc(Nc2cc(C(=O)NCc3ccccc3Cl)c3ccccc3n2)cc1 | -2% | · | · | · | 7%[76.3 µM] | ? | -14% | · |
| Cc1cc(C)cc(NC(=O)C(Cc2ccccc2)NS(=O)(=O)c2ccc3c(c2)CCC(=O)N3)c1 (stereo unspecified) | -8% | · | · | · | 18%[76.3 µM] | -10% | 2% | · |
| Cc1onc(-c2c(F)cccc2Cl)c1C(=O)Nc1ccc(OC(C)C)cc1 | -3% | · | · | · | 12%[76.3 µM] | -15% | 2% | · |
| CC(C(=O)Nc1nc2ccccc2[nH]1)N1C(=O)C2CC=CCC2C1=O (stereo unspecified) | -3% | -4% | 5% | -3% | 13% | -3% | -8% | -14% |
| CN(Cc1ccccc1)CC(O)COc1ccc(CNCc2cccnc2)cc1 (stereo unspecified) | 5% | -3% | 1%[15.4 µM] | 7% | -1% | -9% | -17% | -27% |
| COc1ccccc1/C=C(\C#N)c1nc(-c2cc3ccccc3oc2=O)cs1 | ? | · | · | · | -12%[76.3 µM] | ? | -15% | · |
| C(=N\n1cnnc1)/c1nc2ccccc2[nH]1 | 6% | -7% | 14% | 9% | 0% | 4% | -4% | -1% |
| CN(C)CCNC(=O)c1cc2cc(Br)ccc2oc1=O | -1% | -6% | -6% | -7% | 1% | -1% | 0% | -4% |
| O=C(O)c1cc(N/N=C/C=C/c2ccccc2)ccc1Cl | 0% | 5% | -1% | 4% | ? | -22% | ? | -37% |
| O=S1(=O)CCN(Cc2ccc(F)cc2)CC1 | -11% | -6% | 2% | -12% | -11% | -7% | -3% | 15% |
| Cc1ccccc1-c1nnc(SCC(=O)NCc2ccc3c(c2)OCO3)n1C | 2% | -4% | 0% | 0% | 9% | -5% | -7% | 3% |
| CCCCOc1ccc(C(=O)N/C(=C\c2ccc(OC)cc2)C(=O)OCc2ccco2)cc1 | -1% | -1% | ? | -4% | 8% | -10% | -8% | -8% |
| Cc1n[nH]c(C)c1CCCOc1ccccc1 | -5% | -4% | 0% | -2% | 6% | -9% | -10% | -9% |
| CCN(CC)C(=O)Oc1ccnc2cc(Cl)ccc12 | -1% | -9% | -10% | -3% | -18% | 0% | -6% | 7%[10 µM] |
| O=c1[nH]c2ccc(N/C(=N/S(=O)(=O)c3ccccc3)c3ccccc3)cc2[nH]1 | -10% | 3% | 3% | 5% | 19% | -19% | -10% | 1%[10 µM] |
| On1c(-c2ccco2)nc2c1CCc1nonc1-2 | 7% | -10% | -4% | 6% | 8% | 3% | -1% | -2% |
| Cc1ccc(NC(=O)c2ccc(-n3cccn3)c([N+](=O)[O-])c2)cc1 | -4% | 4% | 8% | 11% | 2% | -19% | ? | -12% |
| O=C(CN1C(=O)c2cccc3cccc1c23)Nc1ccccc1Br | -15% | · | · | · | -7%[76.3 µM] | -7% | -2% | · |
| NNC(=O)c1cc(-c2ccc(N)cc2)nc2ccc(Br)cc12 | ? | 2% | -8% | 4% | ? | -29% | ? | 20%[10 µM] |
| C#CCNc1nc(C)nc2c1nnn2Cc1ccccc1F | 5% | 1% | 0% | 4% | -11% | 6% | 8% | -3%[10 µM] |
| CC(=O)NCc1ccc(C(=O)O)cc1 | -7% | 2% | · | 5% | 5% | 7% | · | 2%[10 µM] |
| CCc1nn(CC(=O)NCCN(CC)CC)c(=O)c2cc3occc3n12 | -8% | · | · | · | 12%[76.3 µM] | -5% | 0% | · |
| COc1ccc(CCN2C(=O)NC(NC(=O)C(C)(C)C)(C(F)(F)F)C2=O)cc1OC (stereo unspecified) | 3% | -6% | ? | -2% | 13% | 0% | -2% | 14%[10 µM] |
| C=CCNC(=O)NC(=O)COn1nnc2ccc(S(=O)(=O)N(C)C)cc21 | -3% | 3% | -4% | 0% | 17% | -8% | -3% | 19%[10 µM] |
| O=C(COC(=O)c1ccc(S(=O)(=O)Nc2ccccc2)cc1)NCc1ccco1 | -6% | -4% | -2% | -4% | -4% | -16% | -10% | -3% |

GAA glycogen, entries above that show a hit
compound | Tau FP inhib | GAA inhib | GLA spleen mod | GAA glycogen | Tau ThT inhib
Oc1cc2c(cc1O)[C@@H](c1ccccc1)CNCC2 | 4% | 3%[15.4 µM] | 4% | 1.8µM* | 2%
